Dynein cargo inh – blocks dynein driven cargo transport along microtubules; 3617.4 mouse cells, GR-EGFP nuclear translocation imaging; test concentration mostly 20 µM; stimulated with dexamethasone, 1 µM; stronger effect = lower value; z-score, hits read low; 220,000 compounds, 0.47% hits; AID 1381;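 active means plate z-score of nuclear minus cytoplasmic receptor signal below a set negative limit, without overly bright fluorescence or cell loss, cut at about -3.5 in these data, passing the limit was not always enough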;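 further: z-score of nuclear minus cytoplasmic ring GR-EGFP intensity difference per well; some compounds called inactive have numbers as strong as hits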
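Buffer or medium: tet-free medium with charcoal-stripped serum / Also added: dexamethasone agonist, 1.0 µM final, for 30 min / Timing: induction 48 h, compound 1 h, agonist 30 min / Measured by: high-content fluorescence imaging after fixation / Read-out: nuclear-to-cytoplasmic GR-EGFP distribution per well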
Lipid droplet – modulators of hepatic lipid droplet formation; AID 1656; 240,000 compounds, 0.4% hits; inhibition, % at 6.5 µM; AML12 mouse hepatocytes, oleate lipid droplets, BODIPY imaging;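 active means lipid droplet intensity inhibited by at least 50%, with more than 500 cells counted; inconclusive means wells with under 300 cells, treated as cytotoxic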
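Assay system: AML12 mouse liver cells | Compound: 6.5 µM single-point dosing | Schedule: Overnight exposure | Technique: Fluorescence imaging, 20x objective, two fields per well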
CSM14.1 death rescue – rescue of cells from ER stress-induced death, primary screen, 384-well, CSM14.1, thapsigargin, ATP luminescence (AID 1222); CSM14.1 thapsigargin-induced death rescue, ATP luminescence; higher % means a stronger effect; one-dose cellular ATP content (survival), % at 20 µM; EC50 in µM for titrated hits; 190,000 tested, under 10 active;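 active means EC50 below 50 µM in the dose-response confirmation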;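 further: death triggered by thapsigargin at about 15 µM added after 2 h compound pretreatment; cell ATP read after overnight thapsigargin exposure of roughly 18 to 22 hours; normalized against plate controls of thapsigargin alone and 5% DMSO vehicle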
Ins promoter up – MIN6 insulin promoter up-regulation | 190,000 compounds, 0.3% hits | MIN6 insulin promoter-GFP reporter, high-content imaging; stronger effect = higher value | z-score at 5 µM;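 active means z-score above 3 at 5 µM with at least 500 cells counted in the well; inconclusive means wells under 500 cells, flagged as cytotoxic or low count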
Autophagy mod – alters autophagy in cells; 190,000 compounds, 0.98% hits; MEF GFP-LC3 puncta imaging; test concentration mostly 10 µM; calls only at 10 µM (by protocol);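 active means percentage of spot-positive cells more than 3 SD above its plate mean, without a fluorescence outlier flag or 80% toxicity; inconclusive means no clear call, values can overlap the other calls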;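 further: spot-positive cell cutoff set from DMSO-treated cells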
WT yeast gro inh – growth inhibition of WT yeast, mitochondrial fusion screen | mitochondrial fusion phenotypic screen, WT strain | inhibition, % at 10 µM | AID 1362 | 190,000 compounds, 2.1% hits; in the data active means inhibition above about 58%; tested in S. cerevisiae
XIAP displacement – XIAP antagonists, biochemical, IAP family, fluorescence polarization (AID 1018) | displacement, % at 20 µM; hits with a dose series show IC50 in µM | 200,000 compounds, 0.007% hits | XIAP BIR domain, fluorescence polarization peptide displacement; higher % means a stronger effect; in the data active means displacement above about 50%; further: a part of the inactive calls stands beside numbers as strong as those of hits
MT stabilize HCS – stabilizes microtubules in HeLa cells; HeLa tubulin immunostaining HCS, 24 h; share of cells brighter than vehicle mean+2SD; 200,000 compounds, 0.83% hits; % tubulin-high responders, % at 10 µM;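 active means plate Z-score above 3 for both tubulin-high and condensed-nucleus cell shares, with cell loss under 80%, at 10 µM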;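 further: anti alpha tubulin signal scored within the nucleus-defined area of each cell; some results filed as inactive read as strong as hits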
b-catenin transl – modulators of beta-catenin nuclear translocation | HeLa beta-catenin nuclear translocation, immunofluorescence imaging | nuclear translocation activity, % at 5 µM | 190,000 compounds, 0.3% hits | AID 1665;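 active means nuclear translocation activity above 50% at 5 µM, with a well cell count of 50 or more; inconclusive means wells under 50 cells across six images, flagged as toxic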;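 further: per-cell ratio of nuclear to cytoplasmic median beta-catenin stain intensity; plate controls were DMSO negative control for no effect and GSK-3 inhibitor IX positive control for full effect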
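Test system: human HeLa cell line; Doses: 5 µM primary, 0.02–20 µM confirmation; Incubation: 24 h compound exposure, 37°C; Detection: beta-catenin immunofluorescence imaging with DAPI; Read-out: beta-catenin nuclear/cytoplasmic ratio, % activation.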
WT yeast gro inh mutant strain – recorded beside WT yeast gro inh, whose call it bears; inhibition, %; mitochondrial fusion phenotypic screen, mutant strain inhibition
Dynein cargo inh cytoplasmic EGFP – second read-out of Dynein cargo inh, no call of its own (marks repeat the call); z-score; measured here: cytoplasmic GR-EGFP intensity; stronger effect = higher value
Dynein cargo inh nuclear GR-EGFP – also measured in Dynein cargo inh; calls as there; z-score; measured here: nuclear GR-EGFP intensity;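 lower value marks the stronger effect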
Dynein cargo inh cell count – further read-out of Dynein cargo inh, marked with its call; z-score; measured here: cell count per field
Ins promoter up cell count – recorded beside Ins promoter up, whose call it bears; cell count; measured here: cytotoxicity, nuclei count;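 total cells summed across four imaged fields per well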
Lipid droplet cells 6.5 µM – second read-out of Lipid droplet, no call of its own (marks repeat the call); cell count; measured here: cell count, cytotoxicity flag;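 cells counted across two imaged fields per well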
b-catenin transl cell count 5 µM – recorded beside b-catenin transl, whose call it bears; cell count; measured here: cell count, cytotoxicity flag
MT stabilize HCS Hoechst-high % – second read-out of MT stabilize HCS, no call of its own (marks repeat the call); % Hoechst-high responders; measured here: nuclear condensation Hoechst responders;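 share of cells brighter than vehicle mean plus two SD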
MT stabilize HCS cytotoxicity % – also measured in MT stabilize HCS; calls as there; toxicity, %; measured here: cytotoxicity by cell density;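 0% = mean cell density of plate MIN control wells and 100% = no cells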
Autophagy mod cell loss 18 h – second read-out of Autophagy mod, no call of its own (marks repeat the call); toxicity, %; measured here: cell loss, nuclei count;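 cell loss after 18 h compound exposure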
An asterisk follows results filed as active; i = inactive; ? = inconclusive; . = not tested or not shown; + = active, no number.

SMILES	Dynein cargo inh	Dynein cargo inh cytoplasmic EGFP	Dynein cargo inh nuclear GR-EGFP	Dynein cargo inh cell count	Lipid droplet	Lipid droplet cells 6.5 µM	CSM14.1 death rescue	Ins promoter up	Ins promoter up cell count	Autophagy mod	Autophagy mod cell loss 18 h	WT yeast gro inh	WT yeast gro inh mutant strain	XIAP displacement	MT stabilize HCS	MT stabilize HCS Hoechst-high %	MT stabilize HCS cytotoxicity %	b-catenin transl	b-catenin transl cell count 5 µM
Oc1ccc(C(c2nnnn2C2CCCCC2)N2CCOCC2)cc1 (stereo not drawn)	-0.337	-0.331	-0.084	0.14	0.7	737	1.4%	0.31	1428	i	9.1	-10.2	-9.0	-3.8%	1.8	1.9	6.7	-1.2	1069
Cc1nn(C(=O)Cn2cc([N+](=O)[O-])cn2)c(C)c1Cl	0.00583	-0.334	0.207	0.333	8.3	701	-0.3%	-1.4	1522	i	19.4	-13.9	-15.0	-11.6%	1.5	0.8	0.9	-3.3	1113
COc1cc(NC(=O)c2ccc(C)cc2)c(OC)cc1NC(=O)CN1CCCCC1	0.166	0.201	0.348	-0.476	-5.0	731	-0.6%	.	.	i	-2.7	4.6	11.8	-2.4%	1.9	1.6	7.9	0.0	574
COc1cccc(NC(=O)CN2CCC(C)CC2)c1	0.22	-0.0941	-0.112	-0.0991	5.1	819	-0.6%	0.82	869	i	-2.3	-0.8	1.9	-7.3%	1.5	1.5	8.2	.	.
CCN(CC)CCn1c2ccc(F)cc2c2nc(C)sc21	-1.3	-0.273	-0.699	1.17	1.0	736	-3.7%	.	.	i	-0.3	8.0	-32.5	-4.8%	4.0	1.9	5.6	-0.5	1207
CCOC(=O)N1CCN(C(=O)C2CCCN(S(=O)(=O)c3ccccc3)C2)CC1 (stereo not drawn)	-0.0615	-0.233	-0.104	0.789	-0.1	791	2.1%	0.17	964	i	-3.4	-5.1	-5.7	-7.0%	3.5	2.1	8.9	2.8	993
O=C(CSc1nnc(-c2ccccc2Cl)n1Cc1ccco1)Nc1ccc2c(c1)OCCO2	-0.11	-0.109	-0.188	0.632	2.3	696	0.1%	-0.3	1345	i	-6.5	15.5	2.5	-13.0%	2.1	1.3	5.2	0.5	948
O=C(CSc1nc2ccccc2c(=O)n1CCCN1CCOCC1)Nc1ccc2c(c1)OCO2	-0.312	-0.244	-0.164	0.364	?	.	-2.2%	.	.	i	-7.8	-19.2	-32.1	-15.5%	2.9	1.8	3.8	2.1	1501
O=C(Nc1ccc2c(c1)OCO2)N1CCN(c2ncc(C(F)(F)F)cc2Cl)CC1	-0.973	-0.309	-0.371	1.02	-7.9	781	1.9%	1.37	823	i	38.7	18.1	18.8	-4.0%	2.1	1.2	7.3	-1.0	980
CCCc1nc2sc3ccccc3c(=O)c2c(=O)n1Cc1ccc(OC)cc1	-1.04	-0.127	-0.452	0.578	22.0	755	.	-0.53	1186	.	.	.	.	.	.	.	.	-0.3	1349
CCOc1ccc2sc(NS(=O)(=O)c3ccc(OC)c(OC)c3)nc2c1	0.237	-0.256	0.481	-0.0799	2.3	617	-2.2%	0.95	1935	i	2.3	3.8	7.5	-0.1%	2.1	1.5	39.5	-1.6	1097
COc1cccc(NC(=O)C(=O)NCc2ccncc2)c1	-0.962	-0.301	-0.298	0.669	6.0	651	1.0%	0.15	1461	i	21.7	3.7	11.8	-8.1%	2.7	1.3	7.5	-0.5	1479
S=C(Nc1ccc(Cl)cc1)Nc1ccc2cn[nH]c2c1	0.329	-0.203	-0.0881	0.22	-0.9	759	1.4%	.	.	i	1.6	-1.9	-12.4	-4.1%	3.3	3.1	4.4	0.9	1553
O=C1CN(C(=O)COC(=O)C2CCN(S(=O)(=O)c3ccccc3C(F)(F)F)CC2)c2ccccc2N1	-0.908	-0.129	-0.29	1.18	5.8	797	-0.1%	0.15	901	i	-8.2	1.5	8.2	-7.9%	2.0	1.0	4.8	0.4	1014
COc1ccc(C2(CNC(=O)Cc3ccc(OC)c(OC)c3)CCCC2)cc1	0.402	-0.277	0.296	0.587	1.7	688	1.3%	-0.81	1654	i	8.2	-3.4	-1.0	-4.6%	3.4	1.5	1.7	0.8	1592
O=C(Cn1cccc1)Nc1ccc(F)cc1F	0.955	-0.354	0.643	-0.417	.	.	0.9%	0.07	1612	i	-9.9	-3.8	-12.8	-0.5%	5.0	4.8	10.3	-2.8	925
Cc1cc(/C=C2/NC(=O)N(Cc3ccccc3F)C2=O)c(C)n1C	-0.318	-0.316	-0.489	0.7	-18.4	690	3.6%	-0.01	1423	i	-13.3	-1.0	-5.4	-1.6%	2.0	2.4	6.6	-2.3	576
COc1ccccc1N1CCN(C(=O)c2cc3sccc3n2C)CC1	-0.413	-0.259	-0.845	0.118	.	.	-0.7%	-0.7	1683	i	8.1	-7.4	11.8	-4.0%	4.0	1.6	0.7	-1.4	1363
CCOC(=O)Nc1ccc2c(c1)N(C(=O)N1CCN(C)CC1)c1ccccc1S2	-1.23	-0.365	-0.652	1.34	21.0	604	-2.5%	-0.31	1733	i	1.5	51.8	18.0	-4.9%	5.9	3.3	12.7	-0.3	1081
O=C(Cc1ccc(-c2ccccc2)cc1)NC1CCCC1	1.9	-0.283	0.816	-1.71	5.7	723	0.0%	-0.29	1391	i	0.7	-8.2	-4.5	-4.0%	4.9	1.8	9.1	-2.4	1061
Cc1sc(-n2c(C)cc(/C=N/n3cnnc3)c2C)c(C#N)c1C	-0.547	-0.14	0.121	0.233	.	.	-2.0%	-4.46	937	i	14.8	-4.8	-14.5	-2.4%	2.8	2.3	7.6	1.0	1161
CCN1CCN(Cc2ccc3c(c2)Cc2ccccc2-3)CC1	.	.	.	.	.	.	-1.9%	-1	1141	.	.	.	.	-2.7%	.	.	.	1.9	781
COc1ccc2c(-c3ccccc3)cc(=O)[nH]c2c1	1.29	-0.215	1.19	0.054	-1.0	752	3.1%	-0.13	846	i	-14.2	-2.2	-6.2	-6.0%	3.7	1.7	3.6	2.9	995
CC1CCN(S(=O)(=O)c2csc(C(=O)Nc3ccccc3)c2)CC1	2.47	0.526	2.33	-2.23	-4.5	736	-2.2%	0.2	1063	i	29.9	-0.3	-7.9	1.3%	1.1	1.0	6.7	-3.5	1236
C=CCNC(=O)CCCC(=O)NCC=C	-0.045	-0.219	-0.382	-0.614	1.1	737	-1.4%	0.18	1290	+	1.3*	9.7	5.7	4.4%	2.5	1.3	4.5	.	.
The results go on.
SMILES	Dynein cargo inh	Dynein cargo inh cytoplasmic EGFP	Dynein cargo inh nuclear GR-EGFP	Dynein cargo inh cell count	Lipid droplet	Lipid droplet cells 6.5 µM	CSM14.1 death rescue	Ins promoter up	Ins promoter up cell count	Autophagy mod	Autophagy mod cell loss 18 h	WT yeast gro inh	WT yeast gro inh mutant strain	XIAP displacement	MT stabilize HCS	MT stabilize HCS Hoechst-high %	MT stabilize HCS cytotoxicity %	b-catenin transl	b-catenin transl cell count 5 µM
CCC(=O)Nc1nc2ccc(NC(C)=O)cc2s1	-0.0638	-0.186	-0.214	0.795	.	.	-1.5%	0.3	1318	i	6.5	0.9	12.9	-5.9%	1.0	1.7	9.9	-4.6	965
Cc1ccc(-c2csc(N(Cc3ccccc3)C(=O)COc3ccccc3)n2)cc1	1.14	-0.217	0.858	-0.149	.	.	-1.0%	-0.36	1515	i	-25.7	-7.1	-17.8	-2.8%	0.9	0.9	9.9	0.0	744
CN(c1ccccc1)S(=O)(=O)c1ccc(C(=O)Nc2nnc(-c3ccco3)o2)cc1	0.0643	-0.23	-0.0641	0.242	4.3	736	-2.0%	.	.	i	3.8	10.0	11.7	-1.5%	4.4	2.7	9.3	0.4	1049
CCC(CC)NCC(O)COc1ccc(Br)cc1 (stereo not drawn)	0.417	-0.378	0.146	0.99	-2.2	686	-2.1%	-0.83	1200	i	-4.2	14.8	-0.2	-5.1%	5.9	1.6	6.2	-0.4	1087
COc1cccc2cc(C(=O)CC3(O)C(=O)N(Cc4ccccc4)c4ccccc43)c(=O)oc12 (stereo not drawn)	-0.668	0.0699	-0.496	1.39	.	.	-1.8%	-0.32	1688	i	1.5	4.6	3.3	-4.7%	1.1	1.4	9.3	1.5	1321
COC(=O)c1ccc(S(=O)(=O)NCc2ccccn2)n1C	-0.454	-0.227	0.391	-0.383	0.2	681	.	-0.41	1051	.	.	.	.	.	.	.	.	0.8	1279
O=C1CN(c2nc(-c3ccccc3)c3ccccc3n2)c2ccccc2N1	1.52	0.0619	1.18	-2.14	19.4	542	-1.0%	0.26	1319	i	-5.5	5.4	1.4	-3.1%	2.7	3.3	9.5	.	.
COC(=O)c1c(NC(=O)c2ccccc2)sc2c1CC(C)(C)NC2(C)C	-0.265	-0.168	0.178	0.414	15.8	710	-3.7%	-0.01	1357	i	3.5	-2.2	4.3	-2.7%	2.6	1.2	8.3	-3.4	1222
CN(C)S(=O)(=O)N1CCc2ccccc21	-0.718	-0.187	-0.401	0.502	-3.1	675	-2.1%	.	.	i	-10.8	8.1	-12.5	-4.5%	2.8	1.1	5.2	-0.4	1136
COc1cc(C(=O)N2CCN(C/C=C/c3ccccc3)CC2)cc(OC)c1C	-0.137	-0.297	0.31	-0.0575	-1.4	797	-2.1%	-0.64	1137	i	-4.0	14.9	8.2	-2.0%	1.7	1.5	8.7	-0.3	1063

Bioassay records (PubChem BioAssay)
